aSyn UTR inh: 5' untranslated region of α-synuclein, MLPCN primary screen. alpha-synuclein 5'UTR reporter, inhibitor activity. inhibition, % (tested at 7.5 µM). 0.82% of 300,000 active; in the data active means inhibition above about 60%; inconclusive means no clear call, values can overlap the other calls;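 further: H4 neuroglioblastoma cells stably carrying SNCA 5'UTR luciferase fusion; 0% = DMSO wells and 100% = positive control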
KLF5 inh: suppresses KLF5 promoter-driven expression. DLD-1 KLF5 promoter-luciferase reporter, luminescence. inhibition, % at 5 µM. 0.23% of 290,000 active;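 active means inhibition above a per-plate limit of that plate's mean compound inhibition plus 3 SD, cut at about 60% in these data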;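 further: 0% = DMSO wells and 100% = LY294002 at 200 µM; higher means less KLF5 promoter-driven luciferase light; inactives centre near -14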
HDAC3 inh: inhibitors of human histone deacetylase 3; recombinant HDAC3, fluorogenic peptide/trypsin coupled, fluorescence; inhibition, % at 8.3 µM; 0.15% of 320,000 active; AID 2718; in the data active means inhibition above about 26%, passing the limit was not always enough; inconclusive means no clear call, values can overlap the other calls
Target sequence (O15379 whole entry, looked up): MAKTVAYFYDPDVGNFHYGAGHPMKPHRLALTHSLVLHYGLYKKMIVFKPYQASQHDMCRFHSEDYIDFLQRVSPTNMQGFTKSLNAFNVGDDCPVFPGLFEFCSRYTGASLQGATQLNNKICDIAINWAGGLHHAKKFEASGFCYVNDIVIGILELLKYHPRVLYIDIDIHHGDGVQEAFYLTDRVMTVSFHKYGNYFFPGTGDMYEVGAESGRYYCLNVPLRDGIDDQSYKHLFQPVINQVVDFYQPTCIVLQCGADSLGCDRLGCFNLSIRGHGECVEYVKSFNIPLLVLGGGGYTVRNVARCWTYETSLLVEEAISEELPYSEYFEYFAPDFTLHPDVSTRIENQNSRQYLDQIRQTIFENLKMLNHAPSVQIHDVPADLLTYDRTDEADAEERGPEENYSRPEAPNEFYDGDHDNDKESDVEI
HSF1 inhib: HSF1 inhibition; activity change, negative = inhibition, % at 7.5 µM (by protocol); NIH3T3-HGL HSE-luciferase, MG132-induced, luminescence 8 h; hits give low values; 0.77% of 300,000 active;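 active means more than half of replicate wells show activity change below -50%, luminescence cut by over half; inconclusive means some wells, but at most half, below -50%; inactive means no replicate well below -50%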;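 further: luciferase reports HSF-1 transcriptional activity via heat shock element; 0% = median of DMSO wells and -100% = zero luminescence signal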
HSP90 refold inh: inhibitors of HSP90 luciferase refolding in rabbit reticulocyte lysate; luciferase refolding luminescence, 3 h; inhibition, % at 5.6 µM; 0.91% of 290,000 active;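 active means inhibition above the screen-wide mean plus 3 SD, computed separately per campaign, cut at about 16% in these data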;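 further: 0% = DMSO wells and 100% = 60 µM geldanamycin wells; inhibitors lower the luminescence because luciferase stays unfolded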
HIF activator: HIF pathway transcriptional activation. U2OS HRE-luciferase reporter, luminescence; normalized: DMSO 0%, desferrioxamine 100%. activation, % at 7.5 µM (by protocol). 0.32% of 300,000 active. AID 1910;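 active means mean activation of at least 10% of the iron chelator positive control signal, with at least half of replicates also reaching 10%; inconclusive means mean and replicate majority disagree about reaching 10%; inactive means mean and most replicates under 10%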
Platelet DG rel: platelet dense granule release activity; human platelet-rich plasma, SFLLRN dense granule ATP release, luminescence; inhibition, %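 (compounds screened at 7.5 µM in platelet-rich plasma)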; 0.22% of 300,000 active;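 active means mean replicate score, as percent of positive control, at or above 50; inconclusive means mean below 50 but at least one replicate at or above 50; inactive means mean and every replicate below 50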
IEC-6 cytotox: IEC-6 cytotoxicity, counter-screen for KLF5 inhibitors; luminescence viability; 0.78% of 290,000 active; AID 1825; inhibition, % at 5 µM; in the data active means inhibition above about 22%;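 further: 0% = plate median of test compound wells and 100% = cytotoxic reference compound wells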
HSF-1 act: increases HSF-1 driven luciferase reporter signal | NIH3T3-HGL HSF-1 luciferase reporter, MG132, 8 h; 100% = twice DMSO control signal | 1.7% of 300,000 active | AID 504408 | activation, % at 9 µM;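 active means mean replicate activation of at least 50% with a set share of replicates each reaching 50%; inconclusive means only one of those two conditions met; inactive means mean below 50% and too few replicates reaching it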;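 further: 0% = median of the neutral control wells and 100% = twice that signal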
AI-2 QS mod: modulators of Vibrio harveyi AI-2 quorum sensing system; Vibrio harveyi JMH597 AI-2 luminescence/OD600 ratio, 9 h; hits give low values; strain lacks LuxN and CqsS sensors; 0 = neutral-control median; activity change, % at 7.5 µM; 0.4% of 300,000 active; AID 2094; in the data active means activity change below about -75%, passing the limit was not always enough; inconclusive means no clear call, values can overlap the other calls;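 further: luminescence divided by OD600 gain over 9 h not by final OD600 alone; inactives centre near 13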
An asterisk follows results filed as active; u = inconclusive; x = not tested or not shown.

SMILES	aSyn UTR inh	KLF5 inh	HDAC3 inh	HSF1 inhib	HSP90 refold inh	HIF activator	Platelet DG rel	IEC-6 cytotox	HSF-1 act	AI-2 QS mod
CCOc1cc(CNCCc2cccc(F)c2)ccc1OC	-3	-35	1	-3	-5	-8.7	2	-2	-8	9
Cc1cccc(NC2=NCCCS2)c1	3	-26	-3	-9	-1	-0.4	-1	5	9	17
COc1ccccc1CCNC1C2CC3CC(C2)CC1C3 (stereo not given)	-41	-6	-4	-4	0	0.1	4	2	1	18
OC(Cn1c2ccccc2c2ccccc21)C[n+]1cccc2ccccc21 (stereo not given)	7	-33	0	3	-1	0.0	-1	4	10	54
CCOC(=O)C1=C(C)OC(N)=C(C(=O)OC)C12C(=O)Nc1ccc(Br)cc12 (stereo not given)	-4	-12	-2	3	1	-0.4	-1	3	20	16
O=C(NC1CN2CCC1CC2)c1cccc(Cl)c1 (stereo not given)	-1	-44	-17	3	-2	0.6	-2	0	16	15
Cc1ccc2c(c1)=C/C(=C\c1c(O)[nH]c(=O)[nH]c1=O)C(=O)N=2	-17	-30	2	-7	1	-0.1	9	0	-1	22
CC(C)c1ccc(-n2c(O)c(/C=N/NC(=O)c3ccncc3)c(=O)[nH]c2=O)cc1	-6	-12	17	-1	5	-0.2	16	1	1	26
CCOC(=O)C1=C(N)OC2=C(C(=O)CCC2)C12C(=O)N(C)c1ccccc12 (stereo not given)	15	-18	-9	0	-3	-0.6	13	0	17	-3
COc1cccc(-n2c(CN3CCOCC3)nc3ccc([N+](=O)[O-])cc3c2=O)c1	3	1	6	7	0	-1.3	3	-2	15	9
Cc1nn(Cc2ccccc2)c(C)c1C(=O)OCC(=O)NC1CCS(=O)(=O)C1 (stereo not given)	6	-14	-5	-6	-5	0.2	12	-6	11	23
Cn1cnc([N+](=O)[O-])c1Sc1ccc([N+](=O)[O-])cc1	-66	8	10	6	11	0.5	1	5	0	-60
CC1(C)CC(N(CCc2ccccc2)Cc2ccccc2)CCO1 (stereo not given)	5	0	x	6	5	0.3	-5	-3	0	15
C=CCn1c(O)c(C=NCCCOc2ccc(CC)cc2)c(=O)[nH]c1=S	-12	-11	-1	2	-1	-0.1	7	2	-1	15
C=CCn1c(O)c(C(C)=O)c(=O)[nH]c1=O (tested in a mixture with another compound)	5	-1	1	-1	7	-0.5	-18	0	-3	-2
CCCc1nc2ccc(Br)cc2c(=O)n1-c1ccc([N+](=O)[O-])c(C(F)(F)F)c1	-41	-21	-4	-17	3	-0.8	7	6	-37	27
Cc1ccc(C(=O)NC2CC3CCC(C2)N3)cc1 (stereo not given)	-12	-22	-3	2	0	0.1	1	-6	-2	38
CC(C)N1CCN(Cc2ccc3c(c2)OCCO3)CC1CCO (stereo not given)	0	-10	x	-4	-9	0.4	-2	-6	1	15
CC1(C)NCCN2C(=O)CSC21 (stereo not given)	-23	-14	-2	1	2	-30	-12	3	0	15
CC/C(=N\NC(=O)c1ccccc1Cl)c1c(O)n(C2CCCCC2)c(=O)[nH]c1=O	5	-39	9	4	1	0.5	3	12	12	7
CCCCCCC(Cl)(Cn1ccnc1)c1ccccc1 (stereo not given)	-5	x	10	0	x	-0.2	-7	x	-7	26
COc1ccc(OC)c(CC(=O)N(C)C2CCCN(Cc3ccccc3F)C2)c1 (stereo not given)	6	-14	7	8	-1	-1.9	-3	8	3	15
CC(=O)NNC(=O)CN1C(=O)CN=C(c2ccccc2)c2cc(Br)ccc21	-3	10	9	-1	0	-1.4	1	4	22	22
CCOC(=O)c1c(C)n(CCOC)c2ccc(O)cc12	3	-13	-2	-2	-3	-0.5	-6	1	10	-6
O=c1c2ccccc2nc(/C=C/c2ccc([N+](=O)[O-])o2)n1-c1ccc(O)cc1	100*	-31	x	-21	0	-3.3	2	-4	-21	18
Oc1ccccc1C1NCc2ccccc2-n2cccc21 (stereo not given)	18	-18	4	-2	-5	-0.9	8	-8	37	15
O=c1[nH]c(=S)n(C2CC2)c(O)c1C=Nc1ccc2c(c1)OCO2	-141	13	-5	13	4	3.7	-8	0	16	-1
Cc1cccn2c(=O)c3c(nc12)N1CCC(Cc2ccccc2)CC1C1(C3)C(=O)N(C)C(=O)N(C)C1=O (stereo not given)	2	-24	-6	10	0	0.4	-1	3	56*	6
Cc1ccc(C)c(OCC(=O)N2CCN(Cc3ccc4c(c3)OCO4)CC2)c1	-20	-50	5	-3	0	u	4	-5	6	1
O=[N+]([O-])c1cc(Cl)c(O)c(-[n+]2c(-c3ccccc3)cc(-c3ccccc3)cc2-c2ccccc2)c1	-8	-12	7	9	0	-0.7	-7	-8	18	43

Limited to AI-2 QS mod, for three of the compounds above:
smiles | AI-2 QS mod
Oc1ccccc1C1NCc2ccccc2-n2cccc21 (stereo not given) | 15
O=c1[nH]c(=S)n(C2CC2)c(O)c1C=Nc1ccc2c(c1)OCO2 | -1
Cc1cccn2c(=O)c3c(nc12)N1CCC(Cc2ccccc2)CC1C1(C3)C(=O)N(C)C(=O)N(C)C1=O (stereo not given) | 6

(continued)
SMILES	aSyn UTR inh	KLF5 inh	HDAC3 inh	HSF1 inhib	HSP90 refold inh	HIF activator	Platelet DG rel	IEC-6 cytotox	HSF-1 act	AI-2 QS mod
Cc1ccc(N2C(=O)NC(=O)C(CCc3ccccn3)(Cc3ccc(F)cc3)C2=O)cc1 (stereo not given)	9	-21	-3	2	-2	-0.1	6	-4	10	17
Cc1ccc(CN2CCCC(C(=O)c3cccc(C(F)(F)F)c3)C2)o1 (stereo not given)	19	-15	6	x	2	-0.1	-4	4	x	5
Cc1ccc2nc(C)n(-c3ccc(F)cc3)c(=O)c2c1	8	-8	0	5	3	-0.1	-7	-7	28	67
Cc1ccc(CN2CCCN(Cc3ccc(Cl)cc3)S2(=O)=O)cc1	6	-58	0	-3	3	-0.2	x	4	8	19
NCCc1ccccc1	-3	x	-1	0	x	0.0	-3	x	-6	20
COc1ccc2c(c1)c(CCN)c(C)n2Cc1ccccc1	16	26	-4	4	6	-0.6	10	1	19	2
Cc1cc(Oc2cc(NN3CCCCC3)c([N+](=O)[O-])cc2[N+](=O)[O-])ccc1[N+](=O)[O-]	17	-5	-1	3	-2	0.0	4	-6	-3	15
Cc1ccccc1-n1c(O)c(/C=N/NC(=O)c2ccccc2O)c(=O)[nH]c1=S	-5	-15	x	-55*	21*	0.6	-3	-2	-64	11
CCCOc1ccccc1C1SCC(=O)Nc2c1c(=O)[nH]n2C(C)CCC (stereo not given)	-5	-4	3	-3	6	-0.4	-6	4	-5	-1
CC(=NCc1ccc2c(c1)OCO2)c1c(O)n(Cc2ccccc2)c(=O)[nH]c1=O	23	-1	-5	1	-1	-0.9	4	4	18	5
OC1/C(=C/c2ccc(Cl)cc2Cl)N2CCC1CC2 (stereo not given)	12	-31	6	-5	-5	-0.3	-3	-8	-5	4
O=C(Nc1nc(-c2ccccc2)c(-c2ccccc2)s1)c1ccc(S(=O)(=O)N(CCCl)CCCl)cc1	22	-23	-6	-12	1	-0.4	2	-4	0	27
O=C1OCc2cc(N=Nc3c(O)[nH]c(=O)[nH]c3=O)ccc21	3	-10	5	0	-1	0.1	8	-2	-5	26
CN(C)P(=NC(=S)c1cccn1C)(N(C)C)N(C)C	-23	-3	5	x	5	0.0	-3	-2	x	12
O=c1[nH]c(=O)n(Cc2ccco2)c(O)c1C=NCc1cccs1	-7	-5	4	3	-3	0.1	4	-1	-3	-15
O=C(c1cc2cc(Cl)ccc2[nH]1)N1CCC2(CC1)OCCO2	-49	-66	u	14	0	3.2	14	0	28	-84*
COC(=O)Cn1cc(/C=C2\C(=O)NC(=O)N(c3ccc(OC)cc3)C2=O)c2ccccc21	-5	-22	0	-2	-3	-0.5	7	4	2	5
Cc1cc(OC(C)C(=O)NCc2ccncc2)c2c3c(c(=O)oc2c1)CCCC3 (stereo not given)	26	-4	-7	1	-2	0.5	-8	0	20	11
COc1ccc(N2CCN(Cc3nc4ccccc4[nH]3)CC2)cc1	-23	-30	1	0	5	0.2	-17	-1	-8	-11
Cc1ccc(OCCOc2cccc(C=C3C(=O)NC(=O)NC3=O)c2)c(C)c1	-11	1	4	-10	23*	-2.1	3	0	8	16
CCC(=Nc1ccc(OC)cc1OC)c1c(O)[nH]c(=O)[nH]c1=O	28	-12	3	-5	4	1.6	-4	-2	-21	6
COP(=O)(OC)C(NS(=O)(=O)c1ccccc1)C(Cl)(Cl)Cl (stereo not given)	-4	-13	2	-14	-1	0.2	-20	-6	-17	17
O=P(O)(Oc1ccccc1)OC(c1ccccc1)C(F)(F)F (stereo not given)	10	-9	3	0	0	-0.4	-1	-5	-4	36
COc1cccc(CNCCc2cccc(F)c2)c1OC	3	-6	-3	-4	-2	-1.1	-6	2	-12	21
COC(=O)c1c(N)n(Cc2ccc(OC)cc2)c2nc3ccccc3nc12	x	-7	-5	x	2	x	x	0	x	x
CCCNC(=O)c1c(N)n(Cc2ccco2)c2nc3ccccc3nc12	-3	-4	-31	49	5	-0.8	-5	5	50	12
CCN1CCC(NCC2CCCCC2)CC1	-9	16	2	-33	1	0.2	-8	2	-49	11
O=c1[nH]c(=O)n(-c2ccccc2F)c(O)c1C=NCCC1=CCCCC1	28	-7	2	16	1	-0.3	5	12	u	26
Cc1cccc(-n2c(-c3ccco3)nc3ccccc3c2=O)n1	9	9	3	1	3	-0.5	1	0	-12	3
Cc1nn(Cc2ccccc2)c(C)c1C=C1C(=O)NC(=O)NC1=O	21	-32	4	-1	-3	0.6	8	-4	-9	-2
O=C1NC(=S)NC(=O)C1C/C=C/c1ccccc1	-4	-23	1	x	3	0.3	-1	0	x	19
O=C(NC(=O)c1c(F)cccc1F)Nc1cc(Cl)c(F)c(Cl)c1F	-6	-9	-9	2	1	-0.4	1	-8	5	19
CN1CCC(O)(c2ccc(Cl)cc2)C(C(=O)c2ccc(Cl)cc2)C1 (stereo not given)	8	-15	5	2	2	0.1	1	0	15	17
CCCn1nc2ccccc2c1P(=O)(N1CCOCC1)N1CCOCC1	-10	13	-11	-7	-5	-0.2	-8	-2	-19	22
COC1=CCC2([N+](=O)[O-])CN(C)CC1([N+](=O)[O-])C2 (stereo not given)	4	-14	-7	0	-2	0.0	-3	-2	-6	-6
O=c1[nH]c(=O)n(CCC2=CCCCC2)c(O)c1C=NCCCn1ccnc1	-24	-26	6	-2	-1	0.2	2	10	3	27
CN(C)C(=O)Oc1ccnc2cc(Cl)ccc12	-9	2	-4	-2	-3	-0.3	-2	-5	2	8
CCOc1c(P(=S)(N(C)C)N(C)C)c(C)nn1-c1ccccc1	-5	4	-3	0	-3	0.1	-14	2	3	5
CCOC(=O)c1cc(C(O)(C(=O)OC)C(F)(F)F)c(/N=C/N(C)C)o1 (stereo not given)	10	-24	10	-4	-1	0.2	2	0	-22	19
COc1ccc(CC(=O)N2C[C@H]3C[C@@H](C2)c2cccc(=O)n2C3)cc1	14	-10	2	4	6	-0.1	1	-2	-1	8
O=[N+]([O-])c1ccc(N2CCCC2)c2ccncc12	2	-19	4	-60*	-9	-39	-44	-3	-68	-11
CC(=O)Nc1ccc(OC(=O)c2ccccc2N)cc1	19	-3	-1	-2	-2	0.1	3	1	-6	10

A portion of the library (hit frequency here may not be typical).
